Screening results deposited in PubChem by National Center for Advancing Translational Sciences (NCATS).
N370S GC mod – inhibitors or activators of N370S glucocerebrosidase for Gaucher disease | Potency, µM (series often up to 59.4 µM), for inactives: top-dose activity change, negative = inhibition, actives largely listed as inhibitors | AID 2101 | N370S GC spleen homogenate, 4MU-glucoside fluorescence | hit rate 0.092% among 330,000 | P04062;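 also: 0% = full enzyme activity and -100% = no enzyme basal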
TDP1 cell noCPT – qHTS for Inhibitors of human tyrosyl-DNA phosphodiesterase 1 (TDP1): qHTS in cells in absence of CPT; DT40 Tdp1-/- hTDP1 cells, no CPT, ATP luminescence, 48 h; Potency, µM (series often up to 46.2 µM), for the others: at the highest dose activity change, negative = growth inhibition, hits mostly inhibitors; hit rate 15% among 420,000; AID 686978, 2013; also: nearly all actives have a fitted effect of over 55% in size
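Seeded 400 DT40-hTDP1 cells/well (vehicle DMSO, no 20 nM CPT); pinned compounds; ≥48 hr at 37 °C; CellTiter-Glo luminescence as viability measure.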
TDP1 block – inhibitors of human tyrosyl-DNA phosphodiesterase TDP1; AID 485290; Q9NUW8; hit rate 0.28% among 350,000; recombinant TDP1, AlphaScreen DNA substrate cleavage; Potency, µM (top dose mostly 130 µM), for the others: at the highest dose activity change, negative = inhibition, most hits filed as inhibitors; also: nearly all actives have a fitted effect of over 40% in size
Target sequence (Q9NUW8 whole entry, looked up): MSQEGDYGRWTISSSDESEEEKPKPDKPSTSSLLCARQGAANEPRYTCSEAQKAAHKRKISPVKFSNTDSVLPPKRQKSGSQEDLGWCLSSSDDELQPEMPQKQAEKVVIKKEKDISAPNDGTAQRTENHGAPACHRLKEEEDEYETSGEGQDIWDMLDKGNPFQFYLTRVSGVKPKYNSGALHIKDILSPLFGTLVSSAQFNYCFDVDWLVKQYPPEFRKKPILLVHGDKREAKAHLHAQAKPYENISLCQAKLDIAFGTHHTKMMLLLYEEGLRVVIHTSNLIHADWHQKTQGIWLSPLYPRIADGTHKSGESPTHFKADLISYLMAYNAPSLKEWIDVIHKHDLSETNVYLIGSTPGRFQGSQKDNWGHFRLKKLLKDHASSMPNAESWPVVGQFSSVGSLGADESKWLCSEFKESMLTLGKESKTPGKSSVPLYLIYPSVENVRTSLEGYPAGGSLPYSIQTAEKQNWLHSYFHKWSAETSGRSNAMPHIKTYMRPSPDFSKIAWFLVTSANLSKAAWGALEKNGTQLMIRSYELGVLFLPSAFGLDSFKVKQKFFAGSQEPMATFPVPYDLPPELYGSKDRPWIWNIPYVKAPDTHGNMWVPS
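Signal: AlphaScreen proximity between streptavidin donor and anti-FITC acceptor beads on intact substrate. Reaction: Tdp1 1 nM, substrate 15 nM final, 5 min RT after 15 min compound preincubation.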
* marks the source's active call; other numbers are inactive results; ? = inconclusive; · = no result given; [ ] = remark or other dose. Calls follow the shape of the dose curve; as a rule, active = well fitted curve in the direction sought with a large enough effect; inconclusive = small, poorly fitted or top-dose-only effect, or another doubt; inactive = no such curve, though single readings can be large; an effect the other way counts as inactive or inconclusive. Unless noted, % is scaled to controls: 0 for no effect and ±100 for the full control effect; potency is read from the fitted curve at half-maximal effect. These rows are one share of the data. The share of hits here may be higher or lower than overall.

Values run as follows: TDP1 cell noCPT	N370S GC mod	TDP1 block
> NC(=O)CC(NC(=O)Cc1cccc2ccccc12)c1ccc(NCc2ccccn2)c([N+](=O)[O-])c1 (stereo not given)
  -13.2%	7.5%	0.0%
> Cc1nc(CC(=O)NNS(=O)(=O)c2ccc(F)c(Cl)c2)cs1
  8.9%	-1.1%	0.0%
> COC(=O)c1cc(C(=O)Nc2nnc(C3CC3)s2)cc([N+](=O)[O-])c1
  -28.2%	3.0%	1.9%
> Cc1ccc(NC(=O)c2sc(N)nc2-c2ccc([N+](=O)[O-])cc2)c(C)c1
  ?	0.1%	3.5%
> CC1Oc2ccccc2N(Cc2ccccc2F)C1=O (stereo not given)
  ·	4.8%	0.0%
> COc1ccc(NC(=O)Nc2ccc(OCC(=O)N3CCOCC3)cc2)cc1OC
  -11.8%	-4.6%	3.9%
> Cc1ccc2[nH]c(=O)c(CN(CC3COCCO3)C(=O)Nc3ccccc3C)cc2c1 (stereo not given)
  -28.1%	-23.5%	-3.6%
> COc1cc(O)oc1C=Nc1ccc(C(=O)O)cc1
  ?	-17.8%	-3.6%
> Cc1ccc(C)n1-c1nnc(N2CCCC(C(=O)NCc3cccc(F)c3)C2)s1 (stereo not given)
  -16.6%	·	5.1%
> CC(=O)C1=C(O)C(=O)N(Cc2ccco2)C1c1cccc(F)c1 (stereo not given)
  -3.2%	13.3%	-2.7%
> Cc1nc(SC2CC(=O)N(c3ccc([N+](=O)[O-])cc3)C2=O)nc2c1CCCC2 (stereo not given)
  ?	2.8%	0.0%
> COC(=O)Cc1ccc(NC(=S)Nc2cccc(C)n2)cc1
  18.4µM*	15.8%	5.4%
> CN(C[C@@H](Cc1cccc2ccccc12)N(C[C@H](Cc1ccccc1)N(CCc1ccccc1)N=O)N=O)N=O
  -23.6%	-2.5%	3.8%
> S=C(NCCSCc1c(Cl)cccc1Cl)Nc1ccccc1
  ?	19.6%	5.4%
> COC(=O)CC1=Nc2ccccc2NC(=O)C1
  -14.3%	-3.1%	-1.1%
> O=c1c(Cc2ccc(F)cc2)c(O)ccn1C1CCCCC1
  7.3%	4.8%	3.1%
> O=C(CCN1C(=O)c2ccccc2C1=O)Nc1ccccc1C(=O)N1CCOCC1
  -3.2%	3.8%	2.9%
> CC(C)(C)[C@H]1COC(=O)[C@H](NC(=O)OCC2c3ccccc3-c3ccccc32)C/C=C\C[C@@H](CC(=O)N[C@H](CO)Cc2ccccc2)C(=O)N1
  8.2µM*	·	-6.6%
> CCN(CC)S(=O)(=O)c1ccc2c(c1)N(CC(=O)N1CCN(c3cccc(C(F)(F)F)c3)CC1)C(=O)CO2
  20.6µM*	·	-0.9%
> CCCCNc1nc2c(c(=O)n(C)c(=O)n2C)n1Cc1cccc(OC)c1
  1.84µM*	1.8%	2.6%

The final six compounds of the section above are carried over, then new ones follow:
Values run as follows: TDP1 cell noCPT	N370S GC mod	TDP1 block
> COC(=O)CC1=Nc2ccccc2NC(=O)C1
  -14.3%	-3.1%	-1.1%
> O=c1c(Cc2ccc(F)cc2)c(O)ccn1C1CCCCC1
  7.3%	4.8%	3.1%
> O=C(CCN1C(=O)c2ccccc2C1=O)Nc1ccccc1C(=O)N1CCOCC1
  -3.2%	3.8%	2.9%
> CC(C)(C)[C@H]1COC(=O)[C@H](NC(=O)OCC2c3ccccc3-c3ccccc32)C/C=C\C[C@@H](CC(=O)N[C@H](CO)Cc2ccccc2)C(=O)N1
  8.2µM*	·	-6.6%
> CCN(CC)S(=O)(=O)c1ccc2c(c1)N(CC(=O)N1CCN(c3cccc(C(F)(F)F)c3)CC1)C(=O)CO2
  20.6µM*	·	-0.9%
> CCCCNc1nc2c(c(=O)n(C)c(=O)n2C)n1Cc1cccc(OC)c1
  1.84µM*	1.8%	2.6%
> CCCOc1ccccc1C(=O)N(Cc1cccs1)C1CCS(=O)(=O)C1 (stereo not given)
  ?	5.2%	4.9%
> O=c1[nH]c2c(Br)cnc([N+](=O)[O-])c2[nH]1
  -20.3%	-8.8%	2.6%
> CCOc1cc(C(=O)NCCC(=O)N2CCC3(CC2)NCCc2[nH]cnc23)cc(OCC)c1OCC
  15.9%	-13.7%	2.1%
> CCN(C(=O)COC(=O)CCNS(=O)(=O)c1ccccc1F)c1c(N)n(Cc2ccccc2)c(=O)[nH]c1=O
  -9.0%	·	-0.9%
> CC(=O)c1cccc(NC(=O)c2ccc3c(c2)C(=O)N(Cc2cccnc2)C3=O)c1
  -4.9%	-19.5%	2.2%
> Cn1c(=O)c2c(SCC(=O)N3CCc4ccccc43)nc(-c3ccc(Cl)cc3)nc2n(C)c1=O
  0.5%	·	2.7%
> COc1cc(/C=N/N2CCN(C3c4ccccc4-c4ccccc43)CC2)ccc1O
  23.1µM*	-6.6%	2.1%
> COc1ccc(C(=O)n2nc(C)cc2Nc2ccccc2)cc1
  -5.1%	7.2%	2.3%
> O=C(CCN1C(=O)/C(=C\c2ccccc2)SC1=S)Nc1ccc(C(=O)O)cc1
  -2.3%	-5.9%	·
> O=C(CN1CCN(c2ccc(F)cc2)CC1)c1ccc(O)cc1O
  -19.7%	-34.9%	1.7%
> Cc1ccccc1NS(=O)(=O)c1cc(C(=O)NCCSC2CCCCC2)ccc1C
  ?	17.2%	0.0%
> COCCN1CCN(Cc2cn(C)nc2-c2ccc(Oc3ccccc3)cc2)CC1
  1.1%	-7.7%	·
> O=C(c1ccccc1F)N1c2nc(-c3ccco3)nn2C2(CCCCC2)[C@@H]2CCCC[C@@H]21
  18.4µM*	·	2.6%
> CCCCCCCOc1ccc(C2(C)NC(=O)NC2=O)cc1 (stereo not given)
  ?	-5.4%	3.7%
> COc1ccccc1CCN1CCCC(CN(C)CC(C)(C)CO)C1 (stereo not given)
  -6.9%	-5.9%	·
> COc1ccc(-c2cc(C(F)F)n3ncc(C(=O)N4CCc5ccccc54)c3n2)cc1
  2.06µM*	3.4%	2.8%
> O=C(NCc1cccc(F)c1)c1cccc2c1C(=O)c1ccc(Cl)cc1S2(=O)=O
  4.8%	·	5.0%
> CC(C)(C)OC(=O)C[C@@H]1C/C=C\C[C@@H](CC(=O)NCCO)C(=O)N[C@H](C(C)(C)C)COC1=O
  0.7%	·	1.3%
> COC(=O)c1c(-c2cccs2)csc1NC(=O)c1cc(OC)c(OC)c(OC)c1
  5.8µM*	·	-4.7%
> Cc1ccc(OCC(=O)Nc2ccc(-n3cnnn3)cc2)c(C)c1
  -3.4%	-2.4%	-3.2%
> O=C(NCC1CCCO1)c1ccc(Cl)c(F)c1F (stereo not given)
  -2.5%	2.1%	5.2%
> Cc1cc(NC(=O)CSc2nnc(-c3ccncc3)n2-c2ccccc2)no1
  1.3%	0.4%	6.1%
> COc1cc(CNc2ccc3[nH]c(=O)[nH]c3c2)ccc1OCc1ccc(Cl)cc1
  ?	-3.3%	4.9%
> Cc1ccc(NC(=O)CNC(=O)c2ccc(Oc3ccccc3)cc2)nc1
  7.3%	-4.0%	·
> CC1CCCN(CCCOc2ccccc2-c2ccccc2)C1 (stereo not given)
  23.1µM*	-7.9%	0.0%
> O=C(CSC1=NCCN1)NC1CCCCCC1
  18.4µM*	27.0%	2.0%
> CCC(CO)(CO)N(CC(=O)Nc1ccc(OC)cc1)CC(=O)Nc1ccc(OC)cc1
  2.1%	-0.2%	·
> Cc1noc(C)c1-c1ccc2ncnc(NCCN3CCOCC3)c2c1
  ?	-0.4%	·
> FC(F)(F)c1cccc(NC(=S)NC(c2ccccc2)c2ccccc2)c1
  5.17µM*	-14.1%	-3.0%
> O=c1c2c3c(sc2nc(NCCO)n1-c1ccccc1)CCCC3
  11.6µM*	2.5%	·
> O=C(COC(=O)c1cccs1)Nc1ccc(Cl)cn1
  -28.5%	·	1.8%
> O=C(CSc1ccc(-c2ccccn2)nn1)NCc1ccc(Cl)cc1
  ?	10.5%	2.6%
> COCCNC(=O)CSc1nc2sc(C)c(C)c2c(=O)n1-c1ccccc1
  -25.1%	8.5%	4.8%
> CCOc1ccc(/C=C(\C#N)c2nc3ccccc3c(=O)[nH]2)cc1OC
  -28.0%	·	-1.3%[12.3 µM]
> CCOC(=O)c1cccnc1SC(CC)C(=O)NCc1ccco1 (stereo not given)
  ?	3.6%	2.2%
> COc1n[nH]c(C(=O)Nc2cc(F)ccc2C)c1[N+](=O)[O-]
  ?	-6.7%	5.1%
> O=C(c1ccncc1)N1CCN(C2CCC(c3ccccc3)CC2)CC1 (stereo not given)
  -29.7%	?	-9.3%
> CC1Cn2c(nnc2-c2ccccc2O)S1 (stereo not given)
  1.1%	4.7%	3.7%
> CCOc1ccccc1NC=C1C(=O)OC2(CCCCC2)OC1=O
  -15.6%	?	7.0%
> CN(C(=O)c1ccc(F)cc1)c1ccccc1C(=O)NCc1ccccc1
  -19.7%	-17.9%	4.2%
> CCOC(=O)c1cc(-c2ccccc2)n(CC(=O)NCc2ccc(C)cc2)c1C
  8.2µM*	·	-0.9%
> CCCN(C(=O)COC(=O)COc1c(C)cccc1C)c1c(N)n(Cc2ccccc2)c(=O)[nH]c1=O
  -8.3%	-16.9%	·
> CN(C)C(=O)c1ccc(NC(=O)COc2cccc(Oc3ccccc3)c2)cc1
  -21.6%	-2.0%	2.9%
> COC(=O)COc1cccc(NC(=O)C(c2ccccc2)c2ccccc2)c1
  -20.5%	-12.4%	·
> CN1C(=O)c2ccccc2Sc2ccc(NC(=O)NCc3ccccc3Br)cc21
  20.6µM*	·	2.9%
> Cc1cc(C)n(S(=O)(=O)c2ccc(C)c(C)c2)n1
  20.4%	0.5%	5.8%
> COc1cc(NS(C)(=O)=O)cc(OC)c1OC
  -11.0%	-10.8%	0.0%
> COc1cccc(OCc2cc(/C=N/n3cncn3)ccc2OC)c1
  ?	4.1%	·
> C/C(=N\NC(=O)CCc1c(C)n[nH]c1C)c1ccc([N+](=O)[O-])cc1
  -5.3%	-2.5%	6.8%
> C=CCN1C(=O)CSc2ccc(C(=O)NC(C)c3ccccc3)cc21 (stereo not given)
  9.0%	-1.7%	0.8%

(further entries)
Values run as follows: TDP1 cell noCPT	N370S GC mod	TDP1 block
> CCN1CCN(CCCNC(=O)CN2C(=O)c3cccnc3Oc3ccc(Cl)cc32)CC1
  6.2%	-18.9%	3.6%
> O=C(Cc1ccccc1)NNC1CC(=O)N(c2ccccc2)C1=O (stereo not given)
  -12.7%	1.9%	0.0%
> Cc1ccc(NC(=O)CNc2cccc(S(=O)(=O)N3CCCCC3)c2)cc1F
  ?	21.8%	0.4%
> Cc1oc2c(c1C(=O)NCCO)CCCC2
  -13.0%	-20.1%	3.4%
> Clc1ccc(-c2cc(C3CCNCC3)[nH]n2)c(Cl)c1
  20.6µM*	-11.8%	2.7%
> Cc1ccc(NC(=O)Cn2c(=O)n(Cc3ccccc3)c(=O)c3c(C)c(C)sc32)c(C)c1
  -10.6%	·	0.9%
> CC(=O)Nc1ccc(NC(=O)Cn2cnc3c(cnn3C(C)(C)C)c2=O)cc1
  -11.2%	-8.1%	7.8%
> O=c1[nH]c(/C=C\c2cccc(F)c2)nc(O)c1[N+](=O)[O-]
  2.2%	-10.1%	·
> COc1cc(OC)cc(C(=O)NC(=S)N2CCCCC2c2cccnc2)c1 (stereo not given)
  -11.6%	-12.0%	·
> COc1cccc(NC(=O)CSc2nc3ccc(NC(=O)c4ccco4)cc3s2)c1
  18.4µM*	·	3.6%
> Cc1cc(C)c(C(=O)O)c(Cl)n1
  1.6%	2.8%	1.2%
> O=C(C[n+]1cccc(/C=N/O)c1)N(Cc1ccccc1)Cc1ccccc1
  ?	-6.9%	-2.8%
> CCOc1ccc2nc(-c3ccccc3)nc(SCC(=O)Nc3ncc(C)s3)c2c1
  ?	1.9%	0.0%
> CCN(CC)C(=O)CN(C#N)c1nc(C)cc(C)n1
  -17.4%	-12.8%	2.6%
> N#Cc1ccc(CSc2nnc(NC(=O)C3CCCO3)s2)cc1 (stereo not given)
  -23.6%	-7.3%	4.2%
> CCOc1cc(/C=C(/C#N)c2nc3ccccc3[nH]2)ccc1OCc1ccc(C(=O)O)o1
  ?	14.8%	-5.8%
> Cc1cccc(NC(=O)CN2C(=O)S/C(=C\c3cc(C)n(C)c3C)C2=O)c1
  18.4µM*	0.5%	8.2%
> O=C(Oc1ccc(=O)n(-c2ccccc2)n1)c1cccc(Cl)c1
  -29.4%	-0.4%	5.3%
> O=C(NCC1CCCO1)C1CCCN(S(=O)(=O)c2ccc(F)cc2)C1 (stereo not given)
  -5.8%	-13.9%	0.0%
